Screens: PubChem BioAssay, National Center for Advancing Translational Sciences (NCATS)
AMA1 RON2 block – qHTS for Inhibitors of AMA1-RON; Towards Development of Antimalarial Drug Lead: Primary Screen. Plasmodium falciparum AMA1 (3D7) - RON2 peptide interaction. AlphaScreen AMA1-biotinylated RON2 peptide binding. Potency, µM (doses to about 58.2 µM), inactives show at the highest dose activity change, negative = inhibition, usual class: inhibitors. 360,000 tested, 0.2% active. AID 720542, 2013;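 also: potency is read from the fitted curve at half-maximal effect; 0% = vehicle wells and -100% = peptide control; nearly all actives have a fitted effect of over 45% in size; some results filed as inactive show a strong effect at the top dose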
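AMA1 (3D7) with his tag at 25 nM final met compounds first, then biotinylated RON2 peptide at 25 nM; detection used donor plus acceptor beads, 10 µg/mL apiece, read by AlphaScreen after 30 min at room temperature.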
Sm TGR block – qHTS Assay for the Inhibitors of Schistosoma Mansoni Peroxiredoxins; 360,000 tested, 3% active; purified TGR, DTNB reduction, TNB absorbance 405 nm; AID 485364, 2010; Potency, µM (top dose mostly 114 µM), for inactives: at the highest dose activity change, negative = inhibition, usual class: inhibitors; Schistosoma mansoni thioredoxin glutathione reductase (TGR), Q962Y6; also: potency is read from the fitted curve at half-maximal effect; nearly all actives have a fitted effect of over 60% in size
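TGR 20 nM + NADPH 100 uM (dispensed conc.), cpd preinc 15 min RT; start with NADPH (500 uM addition) then DTNB (15 mM addition). Kinetic TNB absorbance, 405 nm filter. Four-parameter Hill fit across titration.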
HCMV antiviral – qHTS Assay for inhibitors of the human cytomegalovirus (HCMV); activity change, negative = inhibition, % at 57.5 µM; 410,000 tested, 4.5% active; HFF cells, HCMV-luciferase reporter, 72 h; stronger effect = lower value; in the data active = activity change below about -60%; inconclusive = no clear call, values can overlap the other calls; inactive = above about -39%
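Cell-based, HFFs, 1000 cells/well, 16 h 37C; cpds in DMSO + HCMV-luc, MOI 1 PFU/cell; 72 h 37C; OneGlo luminescence after 5 min RT; norm. to buffer vs Salinomycin 10uM.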
Giardia FBPA inh – qHTS Assay for Inhibitors of Fructose-1,6-bisphosphate Aldolase from Giardia Lamblia; A8B2U2; purified Giardia FBPA; Potency, µM (doses to about 59.6 µM), without a hit: top-dose activity, negative = inhibition, hits mostly inhibitors; 290,000 tested, 0.71% active; AID 2451, 2010; also: potency is read from the fitted curve at half-maximal effect; nearly all actives have a fitted effect of over 55% in size
Target sequence (A8B2U2 whole entry, looked up): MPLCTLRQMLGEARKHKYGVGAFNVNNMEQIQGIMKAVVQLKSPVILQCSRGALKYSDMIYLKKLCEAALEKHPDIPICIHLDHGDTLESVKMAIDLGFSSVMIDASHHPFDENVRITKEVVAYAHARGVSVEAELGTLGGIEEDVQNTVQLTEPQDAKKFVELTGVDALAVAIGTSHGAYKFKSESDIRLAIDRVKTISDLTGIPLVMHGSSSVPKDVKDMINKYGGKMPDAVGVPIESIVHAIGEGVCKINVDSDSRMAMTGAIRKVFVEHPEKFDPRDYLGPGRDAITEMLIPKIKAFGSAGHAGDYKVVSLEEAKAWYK
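Giardia FBPA (40 nM reagent) was preincubated 10 min at RT with compound (up to 57.5 uM final), then substrate plus GAPDH/TPI/NAD/arsenate coupling system with diaphorase/resazurin was added; resorufin fluorescence (525/598 nm) was read after 20 min.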
AmpC no deterg – qHTS Inhibitors of AmpC Beta-Lactamase (assay without detergent). P00811. AmpC nitrocefin hydrolysis, absorbance 480 nm, 0.0001% Triton. Potency, µM (highest dose often 57.1 µM), inactives show at the top dose activity change, negative = inhibition, hits mostly inhibitors. 330,000 tested, 0.52% active;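 also: potency is read from the fitted curve at half-maximal effect; plate controls were no compound for no effect and no enzyme for full effect; nearly all actives have a fitted effect of over 20% in size; some results filed as inactive show a strong effect at the top dose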
Target sequence (P00811 whole entry, looked up): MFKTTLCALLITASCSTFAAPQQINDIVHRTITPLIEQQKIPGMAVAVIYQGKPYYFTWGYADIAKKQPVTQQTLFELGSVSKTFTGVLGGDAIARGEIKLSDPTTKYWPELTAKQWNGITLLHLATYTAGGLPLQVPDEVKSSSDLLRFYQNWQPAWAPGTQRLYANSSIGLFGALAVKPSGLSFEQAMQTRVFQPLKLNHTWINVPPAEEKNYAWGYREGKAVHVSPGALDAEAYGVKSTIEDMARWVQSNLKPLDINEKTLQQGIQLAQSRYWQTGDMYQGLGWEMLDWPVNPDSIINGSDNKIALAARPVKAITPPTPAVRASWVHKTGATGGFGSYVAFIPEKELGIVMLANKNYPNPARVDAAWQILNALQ
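20 mM phosphate pH 7.0 + 0.01% (detergent screen) or 0.0001% Triton X-100; 5.3 nM AmpC reagent; cpd preinc 15 min RT; nitrocefin (800 uM stock) to start; A480 q20 s × 4 min; Activity was normalised to no-enzyme and no-compound control wells.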
AmpC detergent – qHTS Inhibitors of AmpC Beta-Lactamase (assay with detergent); P00811; AmpC hydrolysis of nitrocefin, absorbance 480 nm, 0.01% Triton; Potency, µM (doses to about 114 µM), without a hit: at the top dose activity change, negative = inhibition, hits mostly inhibitors; 370,000 tested, 0.041% active; AID 485294, 2010;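 also: potency is read from the fitted curve at half-maximal effect; 0% = no-compound wells and -100% = no-enzyme wells; nearly all actives have a fitted effect of over 25% in size; some results filed as inactive show a strong effect at the top dose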
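20 mM phosphate pH 7.0 + 0.01% (detergent screen) or 0.0001% Triton X-100; 5.3 nM AmpC reagent; cpd preinc 15 min RT; nitrocefin (800 uM stock) to start; A480 q20 s × 4 min; Activity was normalised to no-enzyme and no-compound control wells.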
An asterisk follows results filed as active; ? = inconclusive; nt = not tested or not shown; & = joins results of further samples; [ ] = another dose, or the depositor's remark. Unless noted, calls follow the shape of the dose curve; as a rule, active = well fitted curve in the direction sought with a large enough effect; inconclusive = small, poorly fitted or top-dose-only effect, or another doubt; inactive = no such curve, though single readings can be large; an effect the other way counts as inactive or inconclusive. Unless noted, % is scaled to controls: 0 for no effect and ±100 for the full control effect.

SMILES	AMA1 RON2 block	Sm TGR block	HCMV antiviral	Giardia FBPA inh	AmpC no deterg	AmpC detergent
CNc1nc(SC(C)C(=O)Nc2ccc(Cl)c(Cl)c2)nc(N2CCOCC2)n1 (stereo not drawn)	15%	1%	24	3%	-27%	3%
COc1cc(C(=O)Nc2nc3ccc(S(C)(=O)=O)cc3s2)cc(OC)c1C	-4%	-8%	?	?	38%	-7%
Cc1ccc(CS(=O)(=O)Cc2ccc(C(=O)NCCCN3CCOCC3)o2)cc1	-1%	-48%	30	0%	-10%	-15%
Cc1c(Cl)cccc1Nc1sc(C(=O)c2ccccc2)c(N)c1S(=O)(=O)c1ccccc1	nt	-17%	-3	nt	nt	25%
CCc1ccccc1NC(=O)COCc1cc(-c2ccco2)on1	nt	-22%	?	nt	nt	-5%
CCC(C)(C)n1nnnc1CN1CCN(c2nc3cc(OC)ccc3cc2C#N)CC1	8%	-10%	?	-4%	88%	?
Cc1ccccc1OC(=O)c1snnc1C	nt	7%	-1	nt	nt	22%
COc1cccc(C(=O)N2CCCCC2CCN2CCCCC2)c1 (stereo not drawn)	nt	-1%	-24	nt	nt	18%
Cc1ccc(C(=O)NCC(=O)N/N=C/c2cccs2)cc1C	-12%	-1%	6	-5%	-31%	1%
Cc1cc(NC(=O)CSc2nc3ccccc3c(=O)n2C2CCCC2)no1	22%	3%	-62*	3%	-18%	?
CN(C)C=NC(=O)/C(C#N)=C/c1ccccc1	24%	-8%	?	-15%	-25%	1%
O=C1c2ccccc2CN2C(=O)c3ccccc3CN12	-4%	1%	-21	nt	-10%	1%
O=C(CSc1n[nH]c(-c2ccccc2)n1)Nc1ccc(F)cc1F	-3%	3%	-35	nt	-25%	5%
COc1cccc(C(C(=O)NC(C)(C)C)N(C(=O)CCC(=O)Nc2cc(C)on2)C(C)(C)C)c1OC (stereo not drawn)	-4%	8%	-31	1%	62%[activator]	-13%
COC(=O)CCSc1cc([N+](=O)[O-])cc2c1c(C1OCCO1)nn2-c1ccccc1	-17%	5%	19	-17%	114%[activator]	-11%
COc1ccc(-n2nc(C(=O)NCC(=O)Nc3ccccn3)c3ccccc3c2=O)cc1	-6%	-10%	17	7%	-19%	0%
NC(=O)CSC1=N/C(=C\c2ccco2)C(=O)N1c1ccc(OC(F)F)cc1	28%	45µM*	0	-8%	-38%	?
CC1(C)Cc2c(c(N3CCCC3)nc3sc4c(N5CCN(CCO)CC5)ncnc4c23)CO1	-11%	?	42	-2%	135%[activator]	-6%
CN1CCN(S(=O)(=O)CC2(C)C3CCC2(C)C(=O)C3Br)CC1 (stereo not drawn)	5%	?	-15	4%	-8%	3%
CCOc1ccc(NC(=O)CN(C)C(=O)c2ccc(N3CCCC3)c([N+](=O)[O-])c2)cc1OCC	-14%	-9%	-2	nt	92%[activator]	-18%

Not a retest: 4 of the compounds above.
SMILES	AMA1 RON2 block	Sm TGR block	HCMV antiviral	Giardia FBPA inh	AmpC no deterg	AmpC detergent
CCC(C)(C)n1nnnc1CN1CCN(c2nc3cc(OC)ccc3cc2C#N)CC1	8%	-10%	?	-4%	88%	?
Cc1ccccc1OC(=O)c1snnc1C	nt	7%	-1	nt	nt	22%
COc1cccc(C(=O)N2CCCCC2CCN2CCCCC2)c1 (stereo not drawn)	nt	-1%	-24	nt	nt	18%
Cc1ccc(C(=O)NCC(=O)N/N=C/c2cccs2)cc1C	-12%	-1%	6	-5%	-31%	1%

The main list resumes, starting two compounds before the break.
SMILES	AMA1 RON2 block	Sm TGR block	HCMV antiviral	Giardia FBPA inh	AmpC no deterg	AmpC detergent
CN1CCN(S(=O)(=O)CC2(C)C3CCC2(C)C(=O)C3Br)CC1 (stereo not drawn)	5%	?	-15	4%	-8%	3%
CCOc1ccc(NC(=O)CN(C)C(=O)c2ccc(N3CCCC3)c([N+](=O)[O-])c2)cc1OCC	-14%	-9%	-2	nt	92%[activator]	-18%
COc1ccccc1OCC(=O)NC1CCCCCC1	2%	?	41	3%	-6%	?
COc1ccc(/C=C(\C#N)C(=O)NCCc2ccccc2)cc1OCc1ccccc1	10%[2.32 µM]	-16%	-14	-5%	-17%	?
CCOC(=O)c1ccccc1NC(=O)CCc1nc(-c2ccc(C)cc2)no1	nt	0%	?	nt	nt	2%
CCN(CC)S(=O)(=O)c1cccc(NC(=O)COC(=O)c2cc(C)oc2C)c1	-5%	-8%	6	0%	-27%	?
CCC(Sc1nc2ccccc2c(=O)n1CC1CCCO1)C(=O)NCc1cccnc1 (stereo not drawn)	36%[activator]	6%	-13	-1%	1%	-6%
COCCN(C(=O)CSc1nnc(Nc2ccccc2F)s1)c1c(N)n(Cc2ccccc2)c(=O)[nH]c1=O	-9%	-11%	13	0%	1%	-2%
O=C(CN1C(=O)c2ccccc2S1(=O)=O)Nc1cc(S(=O)(=O)N2CCCCC2)ccc1Cl	0%	6%	0	nt	-24%	-20%
Cc1ccc(C(=O)NCCSC(C)(C)C)cc1	2%	7%	149	2%	-20%	?
CN(c1ccccc1C(=O)Nc1ccc2c(c1)n(C)c(=O)n2C)S(C)(=O)=O	-1%	2%	52	-1%	-11%	-5%
COc1cc2c(cc1OC)C(c1cccs1)NCC2 (stereo not drawn)	19%	0%	41	-4%	-1%	-15%
COC(=O)c1cc(NC(=O)Cc2cc(OC)c(OC)c(OC)c2)cc(C(=O)OC)c1	0%	0%	-5	-1%	18%	-12%
O=C(OCc1ccccn1)C1CCN(C(=O)c2ccc(Cl)cc2)CC1	4%	-3%	-2	nt	48%	?
Cc1cc(-c2n[nH]c(=S)n2/N=C/c2ccco2)n[nH]1	43%[activator]	-26%	30	?	-19%	0%
O=C(Cn1ncc(N2CCOCC2)c(Cl)c1=O)c1ccc(Cl)cc1	0%	3%	-36	-1%	0%[2.29 µM]	?
Cc1ccc(C(=O)NNc2c3ccccc3nc3ccccc23)cc1	-5%	-3%	-18	-7%	43%	6%
CN(C)c1nc2ccccc2c(N)c1-c1ccccc1	-7%	41%[activator]	20	-29%	-19%	-7%
CCOC(=O)c1c(C)[nH]c(C(=O)COC(=O)c2oc3ccc(OC)cc3c2C)c1C	5%	0%	-7	-3%	-2%	-2%
Cc1ccc(NC(=O)CCC(=O)N2CCC(c3ccccc3)=N2)cc1S(=O)(=O)N1CCCCC1	-1%	0%	-25	nt	-10%	-5%
CCCCN(C1CCS(=O)(=O)C1)S(=O)(=O)c1ccc(OC)c(OC)c1 (stereo not drawn)	-14%	0%	-4	nt	-3%	-3%
C=C(C)C(=O)O[C@H]1C/C(C)=C\C(=O)/C=C(\C)[C@H](O)[C@@H]2OC(=O)C(=C)[C@@H]21	1%	3.5µM*	-99*	-15%	-21%	-2%
CC(C)(O)C#Cc1ccc(C(=O)N2CCC(C(N)=O)(N3CCCCC3)CC2)o1	-5%	0%	-16	1%	-1%	3%
Cc1ccc(SCC(=O)NC(=O)NC(C)C)c(C)c1	-4%	4%	-34	4%	-12%	1%
Brc1ccc(C=Nc2ccc(Nc3ccccc3)cc2)s1	-18%	?	nt	-18%	-46%	-8%
CCOc1ccc(S(=O)(=O)N2CCN(c3ccccn3)CC2)cc1	-1%	7%	-21	-6%	0%	11%
COc1ccc(CCNC(=O)COC(=O)Cc2cc(OC)c(OC)c(OC)c2)cc1	0%	-3%	-12	4%	-3%	1%
CC(C)C(C)(C#N)NC(=O)CN1C(=O)NC2(CCCc3ccccc32)C1=O (stereo not drawn)	6%	-21%	14	nt	-5%	-1%
COc1ccc(C(=O)N2CCC(N3CCN(c4ccccc4)CC3)CC2)cc1	-6%	-1%	-6	?	16%	1%
COC(=O)CN1C(c2ccccc2O)Nc2ccc(Br)cc2C1c1ccccc1 (stereo not drawn)	14%	-6%	24	-8%	-41%	?
Cc1c(CC(=O)O)c(=O)oc2c(C)c3occ(-c4ccc(F)cc4)c3cc12	15%	0%	-2	0%	-27%	-2%
CN(C)c1ccc(-c2nc(-c3cc4cc(Cl)ccc4oc3=O)cs2)cc1	nt	0%	16	nt	nt	-1%
CC1C2(C)OCC(C#N)(C(=N)O2)C1(C#N)C#N (stereo not drawn)	nt	13µM*	nt	-30%	-16%	8%
O=[N+]([O-])c1ccc(C=Nc2cccc3ccccc23)s1	-29%	nt	nt	?	-30%	-14%
OC(CN1c2ccccc2Sc2ccccc21)Cn1nnc2ccccc21 (stereo not drawn)	-16%	8%	17	-4%	-21%	-4%
O=C(NCCCn1ccnc1)c1ccc(-c2ccccc2)cc1	-5%	0%	-9	9%	0%	-2%
O=C(NC1CCCCC1)C(c1ccncc1)N(Cc1ccc2c(c1)OCO2)C(=O)C(F)(F)F (stereo not drawn)	44%[activator]	45µM*	8	?	-18%	?
COc1ccc2c(c1)C=C(C(=O)NCc1ccc(Cl)cc1)CO2	-8%	-5%	-33	-2%	-24%	-10%
NC(=O)CN1CCN(c2ccccc2F)CC1	7%	-11%	-6	0%	-21%	1%
NC1=NC(c2cc(F)cc(F)c2)n2c(nc3ccccc32)N1 (stereo not drawn)	nt	-3%	-2	nt	nt	-1%
Cc1ccc([N+](=O)[O-])cc1-c1ccc(/C=N/NC(=O)c2cc3c(ccc4ccccc43)o2)o1	3%	-28%	-29	-2%	-28%	-13%
CCc1ccc(Nc2sc(C(=O)c3ccc(F)cc3)c(N)c2S(=O)(=O)c2ccccc2)cc1	nt	0%	18	nt	nt	17%
COc1cccc(/C=N/NC(=O)Cn2nc(C)c([N+](=O)[O-])c2C)c1O	61%[activator]	-18%	18	-29%	-30%	-1%
Cn1nc(C(=O)N2CCN(c3cccc(Cl)c3)CC2)c2c1-c1ccccc1S(=O)(=O)C2	-15%	-8%&-8%	-19&-25	-6%	42%	0%&4%

Quoted at random: four compounds from above, in no set order.
SMILES	AMA1 RON2 block	Sm TGR block	HCMV antiviral	Giardia FBPA inh	AmpC no deterg	AmpC detergent
C=C(C)C(=O)O[C@H]1C/C(C)=C\C(=O)/C=C(\C)[C@H](O)[C@@H]2OC(=O)C(=C)[C@@H]21	1%	3.5µM*	-99*	-15%	-21%	-2%
COc1cccc(C(=O)N2CCCCC2CCN2CCCCC2)c1 (stereo not drawn)	nt	-1%	-24	nt	nt	18%
COC(=O)CN1C(c2ccccc2O)Nc2ccc(Br)cc2C1c1ccccc1 (stereo not drawn)	14%	-6%	24	-8%	-41%	?
O=[N+]([O-])c1ccc(C=Nc2cccc3ccccc23)s1	-29%	nt	nt	?	-30%	-14%
